From PubChem
Cav3 T inh – inhibitors of human Cav3.2 T-type calcium channel; 4% of 100,000 active; B-score at 10 µM; O95180; Cav3.2-expressing cells, Fluo-4 calcium fluorescence FDSS; active compounds read low; AID 449739;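 active means single-dose well whose peak fluorescence ratio is a statistical outlier from its plate by either plate-standardised score or position-corrected B-score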
The depositor's hits bear a star.

Compound	Cav3 T inh
CCOC(=O)C1SC2(C(F)F)CC1(O)c1c(c(OC)c3occc3c1OC)O2 (stereo not drawn)	-1.78
O=C(O)C1CN2CCC1CC2 (stereo not drawn)	0.217
Clc1ccc(CO/N=C(\Cn2ccnc2)c2ccc(Cl)cc2Cl)c(Cl)c1	-2.82
O=c1[nH]c(=O)n(CCc2ccccc2)c(O)c1C=NCCCn1ccnc1	0.39
O=C(COc1ccccc1)N1CCN(C/C=C/c2ccccc2)CC1	-0.771
CCC(=NCCC1=CCCCC1)c1c(O)[nH]c(=O)[nH]c1=O	0.722
CN(C)C(=O)Nc1cccc(OC(=O)N(C)C)c1	0.726
CC(=NCc1ccco1)c1c(O)n(C)c(=O)n(C)c1=O	-0.396
CC1CN=C(NCc2ccncc2)S1 (stereo not drawn)	0.488
COC(=O)[C@]12OC[C@]34C([C@@H](O)[C@@H]1O)[C@]1(C)CC(=O)C(O)=C(C)[C@@H]1C[C@H]3OC(=O)[C@H](O)[C@@H]24 (stereo partly drawn)	0.925
CCOC(=O)c1c(NC(=O)C(c2ccccc2)c2ccccc2)sc2c1C1CCN2CC1	-4.15*
Cn1cccc1CNCCc1ccc(F)cc1	0.51
COc1ccc(-n2c(O)c(C(C)=NC3CC3)c(=O)[nH]c2=O)cc1	-0.133
O=C1NC(=O)C2(Cc3ccccc3N3CCCC32)C(=O)N1c1ccccc1 (stereo not drawn)	0.365
COC(=O)C1=C(c2ccc(S(C)(=O)=O)cc2)C[C@@H]2CC[C@H]1N2C(=O)N1CCCC1	1.18
O=C1C2CCCN2C(c2ccccc2)N1c1ccccn1 (stereo not drawn)	-0.104
Oc1cc(Cl)ccc1Oc1ccc(Cl)cc1Cl	-0.899
C(=NC12CN3CN(CN(C3)C1)C2)c1cccnc1	-0.0244

7 entries out of the list, sorted by SMILES length, lowest first.
Compound	Cav3 T inh
CC1CN=C(NCc2ccncc2)S1 (stereo not drawn)	0.488
Oc1cc(Cl)ccc1Oc1ccc(Cl)cc1Cl	-0.899
C(=NC12CN3CN(CN(C3)C1)C2)c1cccnc1	-0.0244
O=C(COc1ccccc1)N1CCN(C/C=C/c2ccccc2)CC1	-0.771
O=c1[nH]c(=O)n(CCc2ccccc2)c(O)c1C=NCCCn1ccnc1	0.39
Clc1ccc(CO/N=C(\Cn2ccnc2)c2ccc(Cl)cc2Cl)c(Cl)c1	-2.82
COC(=O)[C@]12OC[C@]34C([C@@H](O)[C@@H]1O)[C@]1(C)CC(=O)C(O)=C(C)[C@@H]1C[C@H]3OC(=O)[C@H](O)[C@@H]24 (stereo partly drawn)	0.925

An excerpt; count on the stated rates, not on these rows.
